Apaf1 inhib: inhibitors of human Apaf-1 apoptosome, primary screen, biochemical, DEVD-Rh110 fluorescence, uHTS; Apoptotic protease-activating factor 1 (Homo sapiens), O14727; reconstituted apoptosome caspase-3 activity; inhibition, % at 20 µM; 330,000 compounds, 0.71% hits; AID 489030, 2010; active = inhibition of at least 40% at 20 µM;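 also: plate controls were DMSO wells for no effect and DEVD-CHO caspase inhibitor wells for full effect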
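Material: biochemical Apaf-1 apoptosome reconstitution. Medium: Hepes buffer, pH 7.5. Also added: cytochrome c activation, bis-DEVD rhodamine 110 substrate. Timing: 30 min compound preincubation, 50 min activation, room temperature. Measured by: rhodamine 110 fluorescence at Ex 480/Em 540 nm.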
SENP1 inh: human SENP1 catalytic domain inhibitors, primary screen, biochemical, FRET, uHTS; recombinant SENP1 catalytic domain, CyPet-SUMO1-YPet FRET cleavage; Sentrin-specific protease 1 (Homo sapiens), Q9P0U3; 360,000 compounds, 0.21% hits; inhibition, % at 10 µM; AID 624204, 2012;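 active = inhibition at least 30% at 10 µM, raw YFP signal under a set limit, fluorescence ratio 0.5 to 1.5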;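 also: 0% = enzyme with DMSO and 100% = no enzyme wells; some results filed as inactive read as strong as hits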
Target sequence (Q9P0U3 419-644 limits assumed): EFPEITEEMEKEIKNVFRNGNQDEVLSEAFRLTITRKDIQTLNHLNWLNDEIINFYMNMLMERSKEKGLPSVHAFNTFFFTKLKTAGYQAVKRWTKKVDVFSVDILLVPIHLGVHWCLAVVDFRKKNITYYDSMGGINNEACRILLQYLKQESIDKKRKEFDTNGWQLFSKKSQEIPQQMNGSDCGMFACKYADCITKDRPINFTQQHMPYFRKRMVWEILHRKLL
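system = hSENP1 catalytic domain, recombinant | reagent = SFCypet-SUMO1-SFYpet substrate at 25 nM | doses = one dose per compound, 10 µM, 0.5% DMSO | incubation = enzyme reaction for 50 min at room temperature, dark | measured by = FRET, CFP and YFP emission | controls = no-enzyme low, enzyme-DMSO high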
SENP8 block-1: human SENP8 protease inhibitors, primary screen, biochemical, fluorescence, Nedd8 protein substrate, uHTS. 360,000 compounds, 0.64% hits. recombinant SENP8. AID 602440, 2012. inhibition, % at 20 µM; in the data active = inhibition mostly above about 40%, no sharp cut-off; inactive = mostly below about 27%
SENP6 inh: SENP6 protease inhibitors, primary screen, biochemical, luminescence, uHTS | Sentrin-specific protease 6 (Homo sapiens), Q9GZR1 | Recombinant SENP6 catalytic domain, aminoluciferin luminescence | inhibition, % at 10 µM | 330,000 compounds, 1.8% hits;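 active = inhibition above about 50% at the single tested dose, limit read from the data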;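 also: plate controls were DMSO wells with enzyme for no effect and DMSO wells lacking enzyme for full effect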
Target sequence (Q9GZR1 628-1112 limits assumed): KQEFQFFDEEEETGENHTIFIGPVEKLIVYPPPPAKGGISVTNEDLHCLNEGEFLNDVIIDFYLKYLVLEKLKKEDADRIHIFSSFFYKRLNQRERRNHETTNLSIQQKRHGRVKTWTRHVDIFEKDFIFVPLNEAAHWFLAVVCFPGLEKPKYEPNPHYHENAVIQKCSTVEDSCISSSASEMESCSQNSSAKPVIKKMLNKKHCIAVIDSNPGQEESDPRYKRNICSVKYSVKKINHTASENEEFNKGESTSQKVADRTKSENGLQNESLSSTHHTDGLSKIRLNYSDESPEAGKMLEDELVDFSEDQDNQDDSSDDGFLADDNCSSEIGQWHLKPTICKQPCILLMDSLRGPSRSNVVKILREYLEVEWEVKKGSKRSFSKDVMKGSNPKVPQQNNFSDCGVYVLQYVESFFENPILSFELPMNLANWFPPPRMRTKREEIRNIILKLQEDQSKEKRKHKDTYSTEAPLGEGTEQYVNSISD
NLRP3 yeast inh: NALP3 inflammasome inhibitors in reconstituted yeast, primary screen, luminescence, uHTS. inhibition, % at 10 µM. Yeast reconstituted NLRP3/ASC/caspase-1, beta-gal luminescence, 24 h. 330,000 compounds, 0.39% hits;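 active = inhibition of 50% or more; inactive = inhibition below 50%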;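 also: plate controls were induced DMSO wells for no effect and uninduced yeast grown without galactose for full effect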
HKDC1 inhibitor: HKDC1 hexokinase inhibitors, primary screen, biochemical, fluorescence, uHTS; 340,000 compounds, 0.16% hits; inhibition, % at 20 µM; AID 493160, 2011; Q2TB90; recombinant HKDC1, G6PDH/diaphorase resazurin coupled fluorescence;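 active = inhibition above about 35% when tested at 20 µM, limit read from the data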;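 also: plate controls were DMSO wells with enzyme for no effect and DMSO wells lacking enzyme for full effect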
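Incubation: 90 min at room temperature in dark / Material: recombinant HKDC1 (HK5) hexokinase enzyme, produced in-house / Quantity: enzyme 5 µg/mL final / Compound: one dose of 20 µM, 1% DMSO / Reagent: glucose and ATP substrates / Buffer or medium: Tris pH 8.0 buffer with MgCl2, Tween-20, BSA, BME / Technique: resorufin fluorescence at 613 nm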
SENP7 inh: SENP7 protease inhibitors, primary screen, biochemical, luminescence, uHTS; Sentrin-specific protease 7 (Homo sapiens), Q9BQF6; recombinant SENP7, Z-RLRGG-aminoluciferin luminescence, 40 min; inhibition, % at 5 µM; 330,000 compounds, 1.5% hits; AID 434973, 2010;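 active = inhibition above about 50% at the single test dose, limit read from the data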;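 also: plate controls were DMSO with enzyme for no effect and no enzyme buffer wells for full effect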
Target sequence (Q9BQF6 706-1050 limits assumed): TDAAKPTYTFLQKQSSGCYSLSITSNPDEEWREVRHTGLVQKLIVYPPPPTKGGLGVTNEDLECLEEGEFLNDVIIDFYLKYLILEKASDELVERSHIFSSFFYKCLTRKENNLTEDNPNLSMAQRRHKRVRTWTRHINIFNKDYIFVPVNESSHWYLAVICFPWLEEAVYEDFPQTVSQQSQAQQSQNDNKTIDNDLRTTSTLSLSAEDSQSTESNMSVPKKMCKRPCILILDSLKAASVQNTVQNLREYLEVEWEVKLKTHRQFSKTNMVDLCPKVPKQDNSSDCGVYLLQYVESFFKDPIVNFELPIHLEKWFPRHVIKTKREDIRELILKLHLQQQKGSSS
SENP8 block-2: SENP8 protease inhibitors, primary screen, biochemical, luminescence; Sentrin-specific protease 8 (Homo sapiens), Q96LD8; inhibition, % at 10 µM; 330,000 compounds, 1.2% hits; purified SENP8, Z-RLRGG-aminoluciferin cleavage; AID 2540, 2010; in the data active = inhibition above about 50%
PfGluPho inh: PfG6PD enzyme inhibitors, primary screen, biochemical, fluorescence intensity, uHTS. PfGluPho enzyme, NADPH resazurin-diaphorase fluorescence. AID 504690, 2011. glucose-6-phosphate dehydrogenase-6-phosphogluconolactonase (Plasmodium falciparum 3D7). 350,000 compounds, 0.78% hits. inhibition, % at 20 µM;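 active = inhibition reaching at least a set limit at 20 µM in the primary screen, cut at about 59% in these data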;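 also: 0% = DMSO wells with substrate and 100% = DMSO wells lacking glucose-6-phosphate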
* marks the source's active call; other numbers are inactive results; i = inactive; x = not tested or not shown.

SMILES	Apaf1 inhib	SENP1 inh	SENP8 block-1	SENP6 inh	NLRP3 yeast inh	HKDC1 inhibitor	SENP7 inh	SENP8 block-2	PfGluPho inh
O=C(Nc1cccnc1)c1ccc([N+](=O)[O-])o1	0	-2	30	-3	15	6	11	-4	20
Cc1cc(C)cc(OCC(=O)Nc2ccccc2N2CCCCC2)c1	12	2	30	7	-16	-1	4	7	19
O=C(NCc1ccc(Cl)cc1)C(=O)NCC1OCCN1S(=O)(=O)c1cccs1 (stereo not drawn)	5	-2	3	-4	17	1	-3	-5	8
O=C(NC1CCS(=O)(=O)C1)/C(=C\c1ccccc1)NC(=O)c1ccccc1 (stereo not drawn)	-3	-3	9	-16	0	3	1	-5	13
O=C(c1ccncc1)N1CCN(S(=O)(=O)c2ccc3ccccc3c2)CC1	-1	8	8	-6	11	4	-1	5	0
O=C(COC(=O)/C=C/c1ccc(C(F)(F)F)cc1)Nc1ccc2[nH]c(=O)[nH]c2c1	-7	5	25	-1	-4	5	4	4	-6
COc1ccc2c(c1)CCC(C)N2C(=O)C(=O)c1c[nH]c2ccccc12 (stereo not drawn)	7	1	19	13	-2	3	1	3	23
CCOC(=O)N/N=C(/C)c1ccc(N2C(=O)C3CCCCC3C2=O)cc1 (stereo not drawn)	5	0	10	-21	14	-4	-8	-2	-3
Cc1cc(-c2nnc3n2CCCCC3)c(C)n1-c1ccccc1	0	0	20	7	8	0	0	1	9
O=C(O)CC(NC(=O)C12CC3CC(CC(C3)C1)C2)c1ccc(Cl)cc1 (stereo not drawn)	4	3	13	-10	0	-1	-4	-3	13
COc1ccc(/C=N/Nc2nonc2N)cc1	-20	3	6	-33	16	-11	0	-15	-2
COc1cccc(C(=O)Nc2cnn(C(C)C)c2)c1	-5	1	19	-11	-18	-2	1	-10	13
CCOC(=O)C1=NN(c2ccccc2)C2(S1)SC(C(C)=O)=C(C)N2c1ccccc1 (stereo not drawn)	27	0	32	1	11	-1	9	3	14
COc1cc(C(=O)Nc2c(C(=O)N3CCOCC3)oc3ccccc23)cc(OC)c1OC	-4	0	-1	13	16	-2	16	-5	22
COCCNC(=O)C(=O)NCC1OCCCN1S(=O)(=O)c1cccs1 (stereo not drawn)	12	1	21	4	1	-8	7	1	11
COc1ccccc1NC(=O)Nc1nc(CC(=O)Nc2ccc(N(C)C)cc2)cs1	22	3	12	-10	17	3	2	-8	26
COc1ccc(NC(=S)NCCC2=CCCCC2)cc1OC	-3	2	10	-13	21	-7	1	0	18
Cc1nc(-c2cc(C#N)c(Sc3cccc(C(F)(F)F)c3)nc2C)cs1	1	0	-4	-4	12	-5	6	0	-4
O=C(CSc1cccc[n+]1[O-])Nc1ccc(Cl)cc1F	8	2	12	-15	7	-6	-5	-8	-8
COc1ccc(-c2cc(C(=O)N3CCN(c4ccc(F)cc4)CC3)no2)cc1	3	-2	0	-2	-1	-7	9	1	-1
O=C(Nc1ccc(S(=O)(=O)Nc2ncccn2)cc1)C12CC3CC(CC(Cl)(C3)C1)C2	-1	-21	-65	0	-4	13	-5	5	-14
O=C(NCc1ccccc1)C1CC2CCCC(C1)C2=O (stereo not drawn)	1	2	10	-2	17	5	7	4	2
Nc1cc2cccnc2cc1Cl	x	42*	-374	x	x	10	x	x	26
OCCNc1ncnc2c1c(-c1ccccc1)c(-c1ccccc1)n2Cc1ccco1	2	0	-457	-14	0	4	0	-2	-6
O=C(CCNS(=O)(=O)c1cccc2nonc12)NC1CCCCC1	-1	0	12	7	20	10	-2	-6	-1
Cc1ccc(N=C2CCCN2Cc2ccccc2)c(C#N)c1	8	1	11	7	22	-4	11	3	8
CSCCC(NC(=O)c1ccccc1Cl)C(=O)NNC(=O)c1ccncc1 (stereo not drawn)	-11	-1	10	0	21	-3	2	1	8
CSCCC(NC(=O)c1ccc(Br)cc1)C(=O)O (stereo not drawn)	-3	0	5	-7	-20	-1	-5	-4	-5
COc1ccccc1CNC(=O)c1nnc(Cc2ccc(Cl)cc2)o1	11	2	11	-2	26	-3	6	-8	3
N=C1C(c2nc3ccccc3c(=O)[nH]2)=C(O)CN1CCc1ccccc1	8	1	-350	-22	-4	0	-3	2	5
Cc1cc(C)n2nc3nc(N4CCCCC4)nc(-c4ccco4)c3c2n1	11	-55	i	-6	18	9	-11	4	18
CNc1nnc(-c2cccc(N(C)C)c2)s1	1	-3	i	-4	9	-2	11	-4	21
CCCN(CCC)S(=O)(=O)c1ccc(C(=O)O)cc1	-8	4	6	-5	10	-5	5	-1	2
COc1ccc(-c2nc(SC(C)C(=O)NC3CC3)n[nH]2)cc1 (stereo not drawn)	1	-4	-96	-6	11	-4	1	-2	3
COC/C=C/C1=CC(=O)C[C@H](c2ccc3c(c2)OCO3)C1	2	-1	12	-10	4	5	-6	-10	-8
Cc1cnc(N)c2c(=O)oc3ccccc3c12	1	-40	-375	-3	29	1	-21	-11	6
CCOC(=O)N1CCN(S(=O)(=O)c2ccc(Cl)cc2)CC1	-9	1	9	-6	35	-5	-1	-2	-2
Cc1cc(Oc2ccc(=O)n(C)n2)nc(Oc2ccc(=O)n(C)n2)n1	-8	0	28	-9	1	-7	-1	3	-1
O=C(Nc1ccccc1)N(C1=NCCCCS1)c1ccccc1	6	1	21	-16	-2	-8	-4	-11	-25
CC1CCCC(C)N1C(=O)COC(=O)c1ccc([N+](=O)[O-])o1 (stereo not drawn)	3	0	36	7	3	2	17	10	13

Exported with two lines to a compound: five of the compounds above
Every second line gives: Apaf1 inhib, SENP1 inh, SENP8 block-1, SENP6 inh, NLRP3 yeast inh, HKDC1 inhibitor, SENP7 inh, SENP8 block-2, PfGluPho inh
- Cc1ccc(N=C2CCCN2Cc2ccccc2)c(C#N)c1
  8, 1, 11, 7, 22, -4, 11, 3, 8
- CSCCC(NC(=O)c1ccccc1Cl)C(=O)NNC(=O)c1ccncc1 (stereo not drawn)
  -11, -1, 10, 0, 21, -3, 2, 1, 8
- CSCCC(NC(=O)c1ccc(Br)cc1)C(=O)O (stereo not drawn)
  -3, 0, 5, -7, -20, -1, -5, -4, -5
- COc1ccccc1CNC(=O)c1nnc(Cc2ccc(Cl)cc2)o1
  11, 2, 11, -2, 26, -3, 6, -8, 3
- N=C1C(c2nc3ccccc3c(=O)[nH]2)=C(O)CN1CCc1ccccc1
  8, 1, -350, -22, -4, 0, -3, 2, 5

Additional structures follow:
SMILES	Apaf1 inhib	SENP1 inh	SENP8 block-1	SENP6 inh	NLRP3 yeast inh	HKDC1 inhibitor	SENP7 inh	SENP8 block-2	PfGluPho inh
Cc1onc(-c2ccccc2)c1C(=O)NNC(=S)NC(=O)c1ccc(Br)cc1	x	1	12	x	x	-51	x	x	-35
O=C(Cc1cccs1)Nc1cccc(-c2nc3cc4ccccc4cc3[nH]2)c1	x	-3	-400	x	x	-3	x	x	63*
CCOC(=O)C1=C(c2ccccc2)N=c2s/c(=C\c3cccc(O)c3)c(=O)n2C1c1cccs1 (stereo not drawn)	13	-9	-8	-19	10	1	1	-1	15
O=C(c1ccc(N2CCCCC2)c([N+](=O)[O-])c1)N(Cc1ccccc1)c1ccccn1	18	4	14	-4	4	2	-2	3	10
Cc1c(NC(=O)c2cccc(NC(=O)c3ccco3)c2)cccc1C(=O)O	-19	2	15	-25	16	-8	9	-3	-16
S=c1[nH]nc([C@@H]2C[C@H]2c2ccccc2)n1-c1ccccc1	1	1	14	-16	0	-3	-8	-15	33
COc1ccc(CCNC(=O)NC2CCCCC2)cc1OC	2	5	9	7	4	-2	0	6	-25
COc1ccc(-c2noc(CCC(=O)Nc3cc(OC)ccc3OC)n2)cc1	2	3	11	7	19	5	0	1	18
COc1cccc(NC(=S)NN2CCN(C)CC2)c1	3	2	22	1	18	-3	-11	-1	14
CN1CCC(NC(=O)c2cccc(Oc3ccccc3)c2)CC1	-2	1	6	-2	18	4	-1	1	9
N/C(=N\NC(=O)c1cccs1)c1cc2ccccc2oc1=O	-1	-1	13	0	24	-12	0	-5	-21
CC(=O)Nc1ccc(C(=O)OCc2ccccc2Br)cc1	7	3	13	-8	6	-3	5	-13	0
CCCCNc1nc(Cl)nc(Nc2ccc(C)cc2)n1	-4	0	15	3	21	-7	-3	5	-1
COc1ccc(O)c(/C=N/n2c(-c3ccco3)csc2=Nc2cccnc2)c1	-3	42*	-42	12	14	-8	-3	-9	16
N=C1C(c2nc3ccccc3s2)=C(O)CN1NC(=O)c1c[nH]c2ccccc12	-4	-17	-118	-18	12	-1	2	10	-8
CC(=O)NCCNC(=O)CNC(=O)c1ccc(Cl)cc1	-1	0	15	-18	12	-10	-5	-2	-17
Nn1c(SCc2nc3ccccn3c2Br)nnc1-c1cccnc1	12	1	18	-13	7	-9	2	-6	12
O=C1Nc2ccccc2/C1=N/N=C/c1cccc(O)c1	9	3	21	-4	-1	12	-4	2	-3
Cc1cc(C)c(NC(=O)CN2CCN(c3ccccn3)CC2)c(C)c1	-5	-2	-5	-15	8	-3	3	4	-14
CSc1nsc(SCC(=O)Nc2nc3ccccc3s2)n1	-3	-5	6	43	2	-1	22	15	-13
c1ccc(-c2cn3c(n2)CCc2ccc4cccnc4c2-3)cc1	10	-21	-289	-9	21	15	0	-6	107*
CC(=O)c1cccc(CN2CCN(C3CCCCC3)C(CCO)C2)c1 (stereo not drawn)	1	4	25	9	2	2	8	2	-5
COc1cc(/C=N/NC(=O)c2cc3ccccc3cc2O)ccc1OCCN1CCCCC1	39	32	-44	21	11	20	6	0	51
Cc1cc(=O)oc2c1ccc1ccccc12	11	3	-290	-9	0	-6	-6	-8	20
O=c1oc2cc(Oc3c([N+](=O)[O-])cc(C(F)(F)F)cc3[N+](=O)[O-])ccc2c2c1CCCC2	25	-163	-336	-4	29	40*	-3	-4	14
CSCCC(NC(=O)c1ccccc1Br)C(=O)N1CCCC(C(F)(F)F)C1 (stereo not drawn)	-2	1	-1	-13	1	-6	-5	-4	14
O=C1CSC2=NCN(c3ccc4c(c3)OCO4)CN12	2	1	18	-7	23	-3	-4	-7	49
O=C(Nc1ccc2ccccc2c1)c1cccnc1	15	-1	6	26	27	4	19	-11	16
CCOc1cccc(NC(=O)CC#N)c1	1	-4	7	-8	3	1	-1	-9	-15
CCOc1ccc(NC(=O)N(C2CCCCC2)C(C)c2cccnc2)cc1 (stereo not drawn)	9	1	20	-4	16	-4	-2	-1	0

Source: PubChem BioAssay
